ABCB1 inh – blocks JC-1 efflux by human ABCB1 transporter; P08183; CCRF-Adr cells, flow cytometry; inhibition, % at 6.6 µM; 190,000 tested, 0.067% active; AID 1326; in the data active = inhibition above about 40%;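 note: 0% = vehicle and 100% = reference inhibitor; higher value means more JC-1 retained so stronger ABCB1 efflux block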
Pf gametocyte – inhibitors of late stage P. falciparum gametocyte viability. P. falciparum stage V gametocytes, ATP luminescence, 24 h. inhibition, % at 10.9 µM. 150,000 tested, 0.065% active. AID 743093;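 active = inhibition above the mean plus 3 SD of compounds within the control limits, set per campaign, cut at about 38% in these data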;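 note: 0% = DMSO wells and 100% = medium only without gametocytes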
Avidin fluor – compound fluoresces at 488/530 nm on avidin beads; 220,000 tested, 0.38% active; fluorescence (KMESF) at 10 µM; compound fluorescence 488/530 nm, flow cytometry; hits give high values; in the data active = fluorescence above about 47; note: inactives centre near 10
Rac1 wt modul – modulators of human Rac1 wildtype GTP binding | GST-Rac1 beads, fluorescent GTP binding, flow cytometry; actives lie on both sides; 0 = cold GTP competed, 100 = untreated | GTP binding activity (% of control), % at 10 µM | 190,000 tested, 0.27% active | AID 757;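 active = GTP binding activity at least 20 points away from the 100% control level, either lower or higher; inconclusive = compound flagged as likely green fluorescent, judged across all proteins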
Rab2A wt mod – changes GTP binding to wildtype dog Rab2A, up or down | GST-Rab2 wt beads, Bodipy-GTP binding, flow cytometry | P61105 | 190,000 tested, 0.19% active | GTP binding activity, % at 10 µM;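 active = GTP binding activity at least 20 points away from 100%, either lowered or raised; inconclusive = signal likely due to the compound's own green fluorescence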;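 note: 0% = beads with excess unlabeled GTP and 100% = no-compound control corrected for plate trend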
Rac1 act GTP bind – human Rac1 activated mutant GTP binding change; P63000; GST-Rac1 activated beads, fluorescent GTP binding, flow cytometry; actives lie on both sides; 100% means binding = to untreated wells; percent activity (GTP binding), % at 10 µM; 190,000 tested, 0.11% active;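 active = GTP binding at least 20 percentage points away from the 100% baseline, in either direction, so actives lie on both sides; inconclusive = Compound likely fluorescent itself, or too few beads counted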
Rab7 wt GTP bind – alters GTP binding to wildtype dog Rab7; GST-Rab7 beads, fluorescent GTP binding, flow cytometry; actives lie on both sides; untreated = 100%, excess cold GTP = 0%; GTP binding activity (percent of control), % at 10 µM; 190,000 tested, 0.055% active;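 active = fluorescent GTP binding to Rab7 beads changed by at least 20 points from the 100% baseline, either direction, mostly lower; inconclusive = compound itself probably fluorescent, or too few beads counted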;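 note: median green fluorescence of bound Bodipy-FL-GTP per Rab7 bead population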
HRas wt GTP bind – human HRas wildtype GTP binding, change in either direction; P01112; GST-Ras wt beads, Bodipy-FL-GTP binding, flow cytometry; actives lie on both sides; GTP binding activity, % at 10 µM; 190,000 tested, 0.14% active; AID 759;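 active = GTP binding activity at least 20% away from the 100% baseline, either lowered as inhibitor or raised as activator; inconclusive = flagged as likely green fluorescent, judged across all proteins in the well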;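 note: 0% = unlabeled GTP competition control and 100% = no-compound control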
Target sequence (P01112 whole entry, looked up): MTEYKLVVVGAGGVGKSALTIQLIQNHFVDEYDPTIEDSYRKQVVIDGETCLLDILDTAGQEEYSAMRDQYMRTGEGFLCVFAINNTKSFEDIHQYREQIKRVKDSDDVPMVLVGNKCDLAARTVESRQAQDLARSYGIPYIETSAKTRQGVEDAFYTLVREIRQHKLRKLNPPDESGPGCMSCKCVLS
Mcl1-Noxa inh – Mcl-1/Noxa interaction inhibition. AID 1022. 220,000 tested, 1.5% active. TR-FRET Mcl-1/Noxa peptide binding, 2 h. inhibition, % at 21.7 µM;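 active = compounds that cut the protein-peptide binding signal by more than 50% relative to plate controls in a single-dose test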;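 note: His-tagged Mcl-1 with rhodamine Noxa BH3 peptide and terbium anti-His antibody; 0% = Mcl-1 plus Noxa peptide wells and 100% = peptide-only wells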
ABCG2 inh – blocks JC-1 efflux by human ABCG2 transporter | Q9UNQ0 | 190,000 tested, 0.1% active | inhibition, % at 6.6 µM | IgMXP3 cells, flow cytometry;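 active = inhibition above 80%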;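 note: 0% = DMSO and 100% = nicardipine control wells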
Target sequence (Q9UNQ0 whole entry, looked up): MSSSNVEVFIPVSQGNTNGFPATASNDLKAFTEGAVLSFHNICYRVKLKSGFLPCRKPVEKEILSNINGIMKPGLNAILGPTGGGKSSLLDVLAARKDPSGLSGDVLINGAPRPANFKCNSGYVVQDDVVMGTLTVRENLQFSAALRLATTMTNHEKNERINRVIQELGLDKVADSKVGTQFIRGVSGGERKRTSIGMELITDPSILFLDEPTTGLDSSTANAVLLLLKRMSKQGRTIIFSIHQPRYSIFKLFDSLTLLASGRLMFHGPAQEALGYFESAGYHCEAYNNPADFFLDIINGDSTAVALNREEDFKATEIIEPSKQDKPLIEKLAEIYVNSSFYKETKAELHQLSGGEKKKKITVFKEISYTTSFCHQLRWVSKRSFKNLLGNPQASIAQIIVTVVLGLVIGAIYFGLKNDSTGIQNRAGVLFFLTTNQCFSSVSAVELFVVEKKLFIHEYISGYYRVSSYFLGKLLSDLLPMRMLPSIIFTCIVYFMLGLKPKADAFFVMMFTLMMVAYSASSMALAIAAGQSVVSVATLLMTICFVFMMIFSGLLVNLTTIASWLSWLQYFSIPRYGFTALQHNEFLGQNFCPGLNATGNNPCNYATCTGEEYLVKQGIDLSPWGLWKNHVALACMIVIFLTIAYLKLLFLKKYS
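material = IgMXP3 (ABCG2) plus far-red-tagged CCRF-Adr (ABCB1) cells | amount = 3 million cells/mL, equal mix of both lines | also added = JC-1 transporter substrate | dosing = one concentration, 6.6 µM final | schedule = 10 min at 25 °C | measured by = flow cytometric JC-1 green MFI at 530 nm | read-out basis = percent efflux inhibition, scaled nicardipine 100% to DMSO 0%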
Cdc42 wt GTP – changes GTP binding to wildtype human Cdc42. P60953. GST-Cdc42 beads, Bodipy-GTP binding, flow cytometry; actives lie on both sides. percent activity (GTP binding), % at 10 µM. 190,000 tested, 0.2% active. AID 761;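 active = percent activity GTP binding at least 20 points away from the 100% baseline, either down as inhibitor or up as activator; inconclusive = compound flagged as likely green fluorescent from well-wide comparison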;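 note: median bead fluorescence of bound Bodipy-FL-GTP at 100 nM; 0% = excess unlabeled GTP control and 100% = no compound control; below 100% means less GTP binding so inhibitor and above means activator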
Target sequence (P60953 whole entry, looked up): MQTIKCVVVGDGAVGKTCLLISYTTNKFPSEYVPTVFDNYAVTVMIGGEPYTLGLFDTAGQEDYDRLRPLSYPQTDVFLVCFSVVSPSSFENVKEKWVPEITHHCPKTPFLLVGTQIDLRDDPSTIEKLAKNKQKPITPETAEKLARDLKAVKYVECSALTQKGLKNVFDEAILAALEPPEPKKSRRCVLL
Starred values were filed as active, the others as inactive; u = inconclusive; x = no result given. Hits appear at their usual frequency, and some 2.3% of all compounds hit somewhere here.

item | molecule | ABCG2 inh | Pf gametocyte | Cdc42 wt GTP | Rab2A wt mod | Rac1 wt modul | ABCB1 inh
1 | CCOc1ccccc1N1CCN(CC(=O)N(CC(C)C)c2c(N)n(CC(C)C)c(=O)[nH]c2=O)CC1 | 1 | -3 | 97 | 95 | 100 | 0.4
2 | Cc1ccc(NC(=O)C(=O)NC(C)C2COc3ccccc3O2)cc1 (stereo not given) | 7 | x | 98 | 98 | 97 | 0.0
3 | CCOc1ccccc1NC1c2ccccc2C(=O)N1c1ccc(C)cn1 (stereo not given) | 3 | x | 100 | 99 | 105 | 1.4
4 | O=c1cc(O)c2sc3nc(C(F)(F)F)c4c(c3c2[nH]1)CCCCC4 | -1 | 4 | u | u | u | -0.5
5 | O=C(CSc1nc2ccccc2s1)Nc1ncccn1 | 25 | -5 | 103 | 104 | 107 | 0.0
6 | O=[N+]([O-])c1ccc(C2=Nc3cc(Cl)ccc3OC2)cc1 | 13 | -8 | 98 | 99 | 105 | 0.7
7 | Cc1nc(SCC(=O)N2CCC(C(N)=O)CC2)n[nH]1 | -1 | -52 | 102 | 99 | 101 | -0.1
8 | Cc1ccc2c(c1)N(CC(=O)N(Cc1ccc3c(c1)OCO3)CC1CCCO1)C(=O)C(C)O2 (stereo not given) | 3 | x | 99 | 93 | 95 | 1.0

item | HRas wt GTP bind | Rac1 act GTP bind | Rab7 wt GTP bind | Avidin fluor | Mcl1-Noxa inh
1 | 99 | 97 | 98 | 12 | 14
2 | 97 | 97 | 94 | 11 | 5
3 | 99 | 101 | 103 | 8 | 12
4 | u | u | u | 23 | 14
5 | 103 | 101 | 104 | 31 | 9
6 | 100 | 96 | 95 | 7 | 8
7 | 101 | 99 | 100 | x | -5
8 | 96 | 94 | 94 | 29 | 6

(listing goes on)
item | molecule | ABCG2 inh | Pf gametocyte | Cdc42 wt GTP | Rab2A wt mod | Rac1 wt modul | ABCB1 inh
9 | CCOc1ccc(N2C(=O)CC(N3CCc4ccccc43)C2=O)cc1 (stereo not given) | 4 | 9 | 100 | 102 | 101 | 1.6
10 | CCCCN(CC)CCNC(=O)c1cc2c(=O)[nH]c3ccccc3c2n1C | 1 | -1 | 98 | 97 | 101 | -0.9
11 | COc1cc(NC(=O)CCCSc2nc(-c3ccco3)cc(C(F)(F)F)n2)cc(OC)c1OC | 27 | x | 99 | 94 | 93 | 10
12 | Cc1ccc(NC(=O)c2scc3c2CCCC3)cc1 | 60 | 10 | 97 | 100 | 102 | 4.6
13 | CCOc1ccc(CSCCNC(=S)Nc2ccccc2)cc1 | 13 | -26 | 96 | 96 | 97 | 0.6
14 | CCC(C)c1c(O)nc(SCC(=O)N2CCOCC2)[nH]c1=O (stereo not given) | -1 | -9 | 93 | 93 | 96 | -0.3
15 | Cc1ccccc1-c1nc2ccccc2o1 | 3 | -3 | 101 | 101 | 109 | 0.5
16 | Cn1c(=O)c2nc(Cl)c(-c3ccccc3)nc2n(C)c1=O | 25 | -2 | 102 | 100 | 103 | 0.9

item | HRas wt GTP bind | Rac1 act GTP bind | Rab7 wt GTP bind | Avidin fluor | Mcl1-Noxa inh
9 | 102 | 97 | 101 | 15 | 5
10 | 100 | 100 | 96 | 6 | 27
11 | 94 | 91 | 92 | 6 | 24
12 | 101 | 100 | 99 | 9 | 10
13 | 95 | 97 | 98 | 6 | 29
14 | 93 | 94 | 95 | 4 | -16
15 | 103 | 101 | 104 | 6 | 12
16 | 99 | 101 | 99 | 10 | 5

Further results
item | molecule | ABCG2 inh | Pf gametocyte | Cdc42 wt GTP | Rab2A wt mod | Rac1 wt modul | ABCB1 inh
17 | CC1CC(C)CN(S(=O)(=O)c2ccc(F)c(C(=O)Nc3ccc(Cl)cc3F)c2)C1 (stereo not given) | 1 | 13 | 109 | 106 | 110 | 0.2
18 | Cc1ccccc1C(=O)N[C@H](C(=O)Nc1ccc(Cl)c(Cl)c1)C(C)C | 0 | 4 | 103 | 100 | 102 | 0.1
19 | CCCC(=O)c1cc2cc(Cl)ccc2oc1=O | 2 | x | 102 | 101 | 101 | 0.4
20 | COc1ccc(CNC(=O)CSc2nc3nc(C)cc(C)n3n2)cc1 | 0 | x | 103 | 99 | 105 | 0.1
21 | CN1CCC(NC(=O)c2cccs2)CC1 | 1 | x | 97 | 98 | 97 | 0.1
22 | C/C(=N\O)c1ccc2c(c1)OCCO2 | 0 | -1 | 102 | 105 | 104 | -0.1
23 | COCCNC(=O)COC(=O)c1ccc(OCC(=O)Nc2ccccc2OC)c(OC)c1 | 1 | 2 | 95 | 100 | 97 | 0.4
24 | COCCCNCCOCCOc1ccc(Cl)cc1C(C)(C)C | 0 | -20 | 105 | 101 | 109 | 0.5

item | HRas wt GTP bind | Rac1 act GTP bind | Rab7 wt GTP bind | Avidin fluor | Mcl1-Noxa inh
17 | 107 | 100 | 105 | 17 | -7
18 | 101 | 101 | 99 | 7 | 5
19 | 101 | 100 | 101 | 41 | 0
20 | 101 | 99 | 98 | 6 | 12
21 | 98 | 97 | 96 | 7 | 12
22 | 99 | 96 | 103 | 9 | 0
23 | 98 | 98 | 105 | 13 | 2
24 | 104 | 103 | 103 | 12 | 26

Later entries.
item | molecule | ABCG2 inh | Pf gametocyte | Cdc42 wt GTP | Rab2A wt mod | Rac1 wt modul | ABCB1 inh
25 | CC(=O)NC1C(=O)N=C(SCC(=O)Nc2ccc(C(F)(F)F)cc2Cl)NC1=O (stereo not given) | 1 | x | 93 | 92 | 91 | -0.1
26 | O=C1c2ccccc2C(=O)N1c1ccc(Cl)cn1 | 1 | x | 104 | 98 | 101 | 0.3
27 | CC(C)c1ccc(OC(=O)NCCO)cc1 | 0 | -26 | 105 | 99 | 104 | 0.1
28 | CN(Cc1ccccc1)c1nc(N)nc(Cl)c1C=O | 2 | -14 | 95 | 96 | 98 | 0.8
29 | CC(C)c1ccccc1NS(=O)(=O)N(C)C | -1 | x | 93 | 100 | 95 | -0.5
30 | Nc1nnc(C(F)(F)F)s1 | 1 | 8 | 95 | 95 | 97 | 0.4
31 | Cc1cc(=O)oc(C)c1C(=O)OCC(=O)c1ccc(Cl)c(Cl)c1 | 25 | x | 100 | 99 | 102 | -1.6
32 | O=C(CN(c1ccc(Cl)c(Cl)c1)S(=O)(=O)c1ccccc1)N1CCc2ccccc2C1 | 11 | x | 99 | 99 | 100 | 8.2

item | HRas wt GTP bind | Rac1 act GTP bind | Rab7 wt GTP bind | Avidin fluor | Mcl1-Noxa inh
25 | 92 | 93 | 90 | 26 | 13
26 | 100 | 99 | 96 | 6 | -7
27 | 101 | 98 | 99 | 23 | 0
28 | 96 | 97 | 95 | 22 | 2
29 | 97 | 95 | 107 | 5 | -4
30 | 93 | 96 | 96 | 7 | -7
31 | 99 | 99 | 96 | 9 | 8
32 | 98 | 97 | 101 | 14 | 4

Next section
item | molecule | ABCG2 inh | Pf gametocyte | Cdc42 wt GTP | Rab2A wt mod | Rac1 wt modul | ABCB1 inh
33 | O=C(COC(=O)c1cc(C(F)(F)F)cc(C(F)(F)F)c1)NCc1ccc(Cl)cc1 | -2 | 3 | 101 | 101 | 101 | -0.1
34 | CCCCNC(=S)NCc1ccc2[nH]c3c(c2c1)CCCC3 | 1 | x | 95 | 99 | 99 | 0.1
35 | O=C(Nc1cccc(-c2nc3ncccc3o2)c1)c1ccccc1 | 5 | -3 | 87 | 88 | 88 | -0.1
36 | Cc1cccc(NC(=O)c2sc3nc(-c4ccccc4)cn3c2C)n1 | 0 | -30 | 98 | 99 | 100 | 0.3
37 | COc1cccc(CNc2nc(-c3cccnc3)nc3ccccc23)c1 | 17 | 25 | 92 | 92 | 88 | 1.8
38 | CCOC(=O)C1=C2c3cc(OC)c(OC)cc3CC(C)(C)N2C(=O)C1=O | -1 | -27 | 105 | 103 | 105 | -0.1
39 | CC(=O)N1CCCc2cc(S(=O)(=O)NC(C(=O)NC3CCCCC3)C(C)C)ccc21 (stereo not given) | 26 | 7 | 104 | 104 | 106 | 3.1
40 | Cc1ccc(C(=O)N(CC(=O)NC2CCCCC2)c2ccccc2C)s1 | 6 | -2 | 106 | 100 | 109 | 2.0

item | HRas wt GTP bind | Rac1 act GTP bind | Rab7 wt GTP bind | Avidin fluor | Mcl1-Noxa inh
33 | 102 | 101 | 99 | 14 | 3
34 | 99 | 95 | 102 | 24 | 10
35 | 90 | 90 | 94 | 10 | 12
36 | 98 | 99 | 97 | 9 | 2
37 | 92 | 93 | 102 | 11 | 7
38 | 103 | 103 | 107 | 5 | 8
39 | 104 | 101 | 100 | 12 | 12
40 | 104 | 102 | 99 | 23 | 3

Continued:
item | molecule | ABCG2 inh | Pf gametocyte | Cdc42 wt GTP | Rab2A wt mod | Rac1 wt modul | ABCB1 inh
41 | CC(C)CCNC(=O)c1cc(-c2ccncc2)nc2ccc(S(=O)(=O)N3CCOCC3)cc12 | 2 | -1 | 105 | 99 | 107 | 0.4
42 | CCCS(=O)(=O)N1CCN(C(=O)COc2ccc(OC)cc2)CC1 | 2 | 21 | 108 | 106 | 111 | 0.6
43 | CN(CC(=O)N1CCN(C2CCCCC2)CC1)S(=O)(=O)c1cccc2nsnc12 | 3 | -11 | 99 | 94 | 93 | 1.2
44 | CN1CCS/C1=C/C=C1\SC(=S)N(CC(=O)O)C1=O | 0 | 1 | 93 | 93 | 92 | -0.3
45 | CCOc1cc(C(=O)N/N=C(\C)Cc2ccc(OC)cc2)cc(OCC)c1OCC | 10 | -9 | 102 | 97 | 104 | -0.1
46 | Nc1ccc(S(=O)(=O)NNC(=O)C(=O)NNc2ccccn2)cc1 | 10 | x | 93 | 95 | 95 | 1.7
47 | Cc1c(NC(=O)COC(=O)C(c2ccc(Cl)cc2)C(C)C)c(=O)n(-c2ccccc2)n1C (stereo not given) | 0 | 9 | 94 | 96 | 94 | 0.1
48 | CC(=O)c1c(C)[nH]c(C(=O)OCC(=O)NCCc2ccc(Cl)cc2)c1C | 1 | -6 | 102 | 101 | 105 | 0.1

item | HRas wt GTP bind | Rac1 act GTP bind | Rab7 wt GTP bind | Avidin fluor | Mcl1-Noxa inh
41 | 100 | 99 | 99 | 10 | 3
42 | 104 | 104 | 103 | 7 | -6
43 | 95 | 96 | 94 | 11 | x
44 | 91 | 91 | 99 | 11 | 0
45 | 99 | 98 | 97 | 22 | 8
46 | 95 | 95 | 95 | 8 | -52
47 | 96 | 95 | 95 | 13 | 0
48 | 101 | 100 | 103 | 5 | -5
